# TTR transcr act: activators of transthyretin transcription; SH-SY5Y TTR promoter Gaussia luciferase, luminescence; 100% = recombinant luciferase protein wells; activation, % at 16.7 µM; 1.3% of 92,000 active; AID 1117267;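 active means activation above the mean of all tested compounds plus 3 SD, cut at about 9.5% in these data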;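 further: cells exposed to compounds for one day before reading; 0% = median of all test compound wells on the plate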
# * marks the source's active call; other numbers are inactive results. These rows are one share of the data; count on the stated rates, not on these rows.
SMILES,TTR transcr act
Cc1ccc(NC(=O)C(=O)NNC(=O)c2ccccc2C)cc1Cl,11*
O=C(c1ccncc1)N1N=C2CCCCCC2C1(O)C(F)(F)F (configuration not stated),4.8
COc1ccc(CC(=O)Nc2ccccc2C(=O)N2CCCC2)cc1,2.2
O=c1[nH]c2ccccc2[n+]([O-])c1-c1ccccc1,-1.9
N/C(=N\NS(=O)(=O)c1ccccc1)c1ccccn1,-1.3
NC(=O)C1CCN(c2nnnn2-c2ccccc2)CC1,10*
COC(=O)/C(=C\C(=O)c1ccccc1)Nc1ccc(OC)cc1,1.5
CCCCn1c(-c2csc(C(C)C)c2)n[nH]c1=S,-3.3
COc1cc2c(cc1OC)CN(C(=O)NS(=O)(=O)c1ccc(C)cc1)CC2,0.4
Cc1nc(NC(=O)CSc2nc3cccnc3n2Cc2ccccc2)sc1C,0.6
Cc1cnc2cc([N+](=O)[O-])ccc2n1,-0.5
CC(C)CC(NC(N)=O)C(=O)OCC(=O)Nc1ccc(OC(F)F)cc1 (configuration not stated),-1.1
CC(C)c1cccc(-c2ccc3c(c2)S(=O)(=O)c2cccc(C(=O)NCc4ccco4)c2C3=O)c1,-0.7
Cc1ccc(C)c(NC(=O)C2CCCN(S(=O)(=O)c3c(C)nn(C)c3C)C2)c1 (configuration not stated),-0.9
O=C(Cc1ccc(S(=O)(=O)N2CCCCC2)s1)Nc1ccc(F)cc1F,-1.3
Cc1ccc(NC(=O)COC(=O)Cn2cnc3ccccc32)cc1S(=O)(=O)N(C)C,-2.0
O=C(Nc1nc(-c2ccc(Cl)s2)cs1)c1ccncc1,-3.0
COc1ccc(CCNS(=O)(=O)c2ccc3c(c2)CCN3C(=O)C2CC2)cc1OC,1.9
Cc1ccccc1NC(=O)CSc1nnc(-c2ccoc2C)n1CCc1ccccc1,4.9
O=C(C1COc2ccccc2O1)N1CCN(Cc2ccccc2)CC1 (configuration not stated),1.7

# Next section, overlapping the part above by 6 compounds.
SMILES,TTR transcr act
O=C(Cc1ccc(S(=O)(=O)N2CCCCC2)s1)Nc1ccc(F)cc1F,-1.3
Cc1ccc(NC(=O)COC(=O)Cn2cnc3ccccc32)cc1S(=O)(=O)N(C)C,-2.0
O=C(Nc1nc(-c2ccc(Cl)s2)cs1)c1ccncc1,-3.0
COc1ccc(CCNS(=O)(=O)c2ccc3c(c2)CCN3C(=O)C2CC2)cc1OC,1.9
Cc1ccccc1NC(=O)CSc1nnc(-c2ccoc2C)n1CCc1ccccc1,4.9
O=C(C1COc2ccccc2O1)N1CCN(Cc2ccccc2)CC1 (configuration not stated),1.7
NNc1nc2c(-c3ccc(F)cc3)nnn2c2ccccc12,3.1
CC(=O)c1ccc(NC(=S)NNC(=O)c2ccncc2)cc1,0.1
COc1ccc(CN2C(=O)CS/C2=N/N=C/c2ccccc2)cc1,-2.6
Oc1ccc(Cl)cc1/C=N/c1nc2ccccc2[nH]1,-1.2
Clc1ccc(CSc2nnnn2-c2ccc3c(c2)OCO3)c(Cl)c1,8.8
Cc1ccc(C(=O)N2CCN(c3ccc(NC(=S)NC(=O)Cc4ccccc4)cc3)CC2)cc1,-0.3
Cc1ccc(C)c(NC(=S)N(C)C)c1,0.8
COc1cccc(OCc2cc(C(=O)N(C)C3CCCCC3)no2)c1,5.1
Cn1c(=N)c(S(=O)(=O)c2ccc(F)cc2)cc2c(=O)n3ccccc3nc21,1.7
Cc1noc(C)c1CSCC(=O)N(C)CC(=O)Nc1cccc(F)c1,0.3
CCCCOC(=O)CSc1nc2c(c(=O)[nH]c(=O)n2C)n1C/C=C(\C)Cl,-1.1
Cc1nn(Cc2c(Cl)cccc2Cl)c(Cl)c1/C=N/NC(=O)c1cccnc1,1.9
COc1ccccc1Oc1ccnc2cc(Cl)ccc12,1.6
O=C(c1cnn2c(C(F)(F)F)cc(-c3ccc4c(c3)OCO4)nc12)N1CCCCC1,2.6
Cc1ccc2nc(NC(=O)CSCC(=O)OCC(=O)c3ccccc3)sc2c1,-0.8
CCCCC(CC)CNC(=O)C(=O)C1C(=O)Nc2ccccc21 (configuration not stated),-1.6
Nc1nnnn1/N=C/c1ccccc1O,7.7
COc1cccc(C2/C(=C(/O)c3ccc(C)cc3)C(=O)C(=O)N2Cc2ccco2)c1 (configuration not stated),-0.9
Cn1c(NC(=O)C2CC2)cc(=O)n(C)c1=O,9.9*
CC(=O)Nc1ccc(/C=C(\C#N)C(N)=O)cc1,0.3

# 7 entries from above, set out differently:
mol	TTR transcr act
Cc1ccc(NC(=O)C(=O)NNC(=O)c2ccccc2C)cc1Cl	11*
O=C(c1ccncc1)N1N=C2CCCCCC2C1(O)C(F)(F)F (configuration not stated)	4.8
COc1ccc(CC(=O)Nc2ccccc2C(=O)N2CCCC2)cc1	2.2
O=c1[nH]c2ccccc2[n+]([O-])c1-c1ccccc1	-1.9
N/C(=N\NS(=O)(=O)c1ccccc1)c1ccccn1	-1.3
NC(=O)C1CCN(c2nnnn2-c2ccccc2)CC1	10*
COC(=O)/C(=C\C(=O)c1ccccc1)Nc1ccc(OC)cc1	1.5

# The listing continues:
SMILES,TTR transcr act
O=C(NCCc1ccccc1)c1ncn[nH]1,-0.7
CCCCn1nnnc1C(c1ccccc1)N1CCN(c2ncccn2)CC1 (configuration not stated),7.8
Cc1c(Cl)cnc(NC(=O)COC(=O)c2cccc(S(=O)(=O)N3c4ccccc4CC3C)c2)c1Cl (configuration not stated),0.9
Cc1ccc(NC(=O)C2CCN(S(=O)(=O)c3cccc(C(F)(F)F)c3)CC2)nc1,0.6
Cc1ccc(C(=O)Nc2ccc3c(c2)CCC3)cc1,-0.3
Cc1ccc(NC(=O)/C(=C/C=C/c2ccccc2)NC(=O)c2ccccc2)cc1,-0.8
CC(=O)N(CN1C(=O)c2ccccc2C1=O)c1ccc2c(c1)oc1ccccc12,8.1
Nc1nonc1C(=O)NCCNC(=O)c1ccc(Cl)c(Cl)c1,4.5
O=C(Cn1ccc2ccccc2c1=O)NCCC(=O)N1CCN(C2CCCCC2)CC1,2.9
C=CCCC(=O)N1CCCC(C(=O)c2cccc(OC)c2)C1 (configuration not stated),0.3
O=C(NC1CCN(C(=O)Nc2ccccc2Cl)CC1)c1cccc(F)c1,-1.4
COc1ccc(C(=O)NCc2nnc(SCC(=O)N3CCCCC3)o2)cc1OC,3.5
COc1ccc(OCc2nnc(SCC(=O)N(C)Cc3ccccc3)n2N)cc1,0.4
CCCCS(=O)(=O)Nc1ccc2ncn(C)c(=O)c2c1,-1.1
NC(=O)CC(NC(=O)Cc1ccc(Br)cc1)c1ccc(NCCc2ccc(Cl)cc2)c([N+](=O)[O-])c1 (configuration not stated),1.9
Nc1nc(Br)c2c(F)cccc2c1-c1ccccc1,-0.4
CN(NS(=O)(=O)c1ccc(Cl)cc1)c1cnn(C)c(=O)c1Cl,-0.3
COc1cc(C)c(C(N)=O)c(OC)n1,-2.1
CC1(C(=O)NC2CCCC2)CCC(=O)N1CCOc1ccccc1 (configuration not stated),-0.5
Cc1ccc(C)c(NC(=O)COC(=O)Cc2ccsc2)c1,0.9
Cn1c(=N)n(CC(=O)c2ccccc2)c2ccccc21,1.5
O=C1CC(c2ccccc2)CC(O)=C1C=Nc1cccc(Cl)c1 (configuration not stated),2.7
Cc1ccc(Cc2c(C)nc3nc(SCC(=O)NCCCN4CCOCC4)nn3c2C)cc1,-0.6
O=[N+]([O-])c1ccc(Sc2ncccn2)c([N+](=O)[O-])c1,-1.5
C/C(=N\NC(=O)c1ccccc1F)c1ccc(C#N)cc1,-1.1
Nc1n[nH]c(-c2ccccc2)c1-c1ccccc1,-2.1
O=C1CC(N2CCN(c3ccc(F)cc3)CC2)C(=O)N1c1ccc2c(c1)OCO2 (configuration not stated),0.2
CCN(CC)S(=O)(=O)c1ccc(Cl)c(C(=O)Oc2cccnc2)c1,-1.1
NC(=S)NNC(=O)/C(=C/c1ccc(Br)cc1)NC(=O)c1ccccc1,-0.3
COc1cc(NC(=O)c2nccnc2C(=O)O)cc(OC)c1,0.2
O=C(CCN1C(=O)c2ccccc2C1=O)NCc1ccc(F)cc1,2.0
O=C(CSc1n[nH]c(=O)[nH]c1=O)c1ccc(Cl)cc1Cl,-0.2
CS(=O)(=O)N(CC(=O)Nc1ccc(S(=O)(=O)N2CCCC2)cc1)c1cccc(F)c1,1.2
Cc1nc(-c2ccccc2)sc1C(=O)NS(=O)(=O)c1ccc(CN2CCN(c3ccccc3)CC2)cc1,0.4
CCOC(=O)c1cn(-c2c(C)n(C)n(-c3ccccc3)c2=O)c2c(F)c(F)c(F)cc2c1=O,0.3
C=CCn1c(SCC(=O)NCCCC(=O)OCC)nc2scc(-c3ccco3)c2c1=O,1.5
Cc1ccc(C)c2[nH]c(=O)c(CCNC(=O)CC(C)C)cc12,-0.5
Cc1cc(-c2ccccc2)nc2cc(C(=O)OC(C)C)nn12,0.5
COc1ccc(C(CC(=O)Nc2ccccn2)N2Cc3ccccc3C2=O)cc1OC (configuration not stated),1.0
O=c1cc(Nc2ccc3c(c2)OCCO3)[nH]c(=O)n1Cc1ccc(F)cc1,1.4
Cc1nc(-c2ccc(S(=O)(=O)Nc3ccc(Br)cc3Cl)s2)cs1,-0.2
O=C(c1ccco1)N1CCN(Cc2nc(Cc3ccccc3)no2)CC1,3.5
O=C(Nc1nnc(SCCC2OCCO2)s1)C1CC(=O)N(c2ccccc2)C1 (configuration not stated),-0.7
COc1ccccc1/C=C/C=N/NC(=O)c1ccco1,2.8
CCOc1cc(/C=C2\SC(=S)N(NS(=O)(=O)c3ccc(C)cc3)C2=O)ccc1O,0.5
CCSC1=NCCN1C(=O)c1c(-c2ccccc2Cl)noc1C,-1.2
COCc1cccc(-c2csc(C(O)c3ccc(OC)cc3)n2)c1 (configuration not stated),0.2
Cc1ccccc1C(=O)Nc1c2c(nc3ccccc13)CCCC2,5.5
CCOC(=O)c1ccc(N2C(=O)CC(N3CCN(C(=O)c4ccccc4)CC3)C2=O)cc1 (configuration not stated),-0.9
Cc1ccc(NC(=O)CCN2C(=O)CSC2=O)cc1,2.7
Cc1ccc(C2=[N+]([O-])C(C)(C)N(O)C2(C)C)cc1,4.2
COc1ccc(OC)c(CC(NC(C)=O)C(=O)NC2CCN(c3nnnn3-c3ccccc3)CC2)c1 (configuration not stated),2.2
O=C(c1[nH]c(C(F)(F)F)nc1-c1ccccc1)N1CCN(CCN2CCOCC2)CC1,0.8
O=C(Nn1cnnc1)c1csc2ccccc12,3.3
C=CCn1c(CSCc2ccc(Cl)cc2Cl)nnc1SCC(=O)Nc1ccc(C(=O)O)cc1,2.1
COc1ccc(N/N=C(\C#N)C(N)=O)cc1,-0.2
COc1cc(CC(=O)OCC(=O)N2CCN(C(=O)c3ccco3)CC2)cc(OC)c1OC,0.5
O=C(CN1CCN(S(=O)(=O)c2ccccc2F)CC1)N1CCc2ccccc2C1,1.6
Cc1onc(-c2c(F)cccc2Cl)c1C(O)c1ccc(F)cc1 (configuration not stated),1.2
CCN(CC(=O)Nc1ccc(NC(C)=O)cc1)C(=O)C12CC3CC(CC(Cl)(C3)C1)C2,1.1
# (cont.)
SMILES,TTR transcr act
CCOC(=O)C(NC(C)=O)C(=O)Nc1ccc(C(C)(C)C)cc1 (configuration not stated),-1.2
CC(C)c1ccc(NC(=O)CSc2ncccc2C(=O)Oc2cccc([N+](=O)[O-])c2)cc1,-3.7
CCOc1ccccc1NC(=O)[C@@H](NC(=O)c1cccc(S(=O)(=O)N2CCOCC2)c1)C(C)C,1.6
Cc1onc(-c2c(F)cccc2Cl)c1C(=O)Nc1cccc(Cn2cccn2)c1,1.7
CC(=O)OC(C(=O)NC1CCCCC1)c1ccccc1 (configuration not stated),-1.6
NC(=S)NN=C1c2ccccc2-c2c(F)c(F)c(F)c(F)c21,7.8
CCOc1cc(C(=O)NC2CCCCCCC2)cc(OCC)c1OCC,-0.7
C/C(=C\C(=O)c1ccccc1)Nc1ccc(N2CCOCC2)cc1,-1.0
CCCCCCc1nnc(NC(=O)c2ccco2)s1,6.4
CCn1c(SC)nc2c(c1=O)SC(C)C2 (configuration not stated),0.3
O=C(Oc1ccccc1C(=S)N1CCOCC1)c1ccc([N+](=O)[O-])cc1[N+](=O)[O-],-0.8
Cc1ccc(CNC(=O)CCNC(=O)c2ccc([N+](=O)[O-])cc2)cc1,1.0
CC1=C(C(=O)N(C(C)C)C(C)C)CC(CC(=O)NCCc2ccccn2)C(=O)N1CCC1=CCCCC1 (configuration not stated),4.0
CC(C)(C)c1ccc(OCCCC(=O)Nc2ccc(S(N)(=O)=O)cc2)cc1,2.7
COc1ccc(O)c(CN2CCCC(N3CCc4ccccc4C3)C2)c1 (configuration not stated),1.3
Cc1ccc(-n2cc(-c3ccccc3)c3c(NN4CCOCC4)ncnc32)cc1,-1.8
Cc1ccc(CSc2ncnc3onc(C)c23)cc1,7.9
CCC(C)C(NC(N)=O)C(=O)Nc1ccc(S(=O)(=O)Nc2ccc(OC)cc2)cc1 (configuration not stated),4.1
CCO/C=C1\N=C(c2ccc(F)cc2)OC1=O,-2.0
CCn1c(SCC(=O)Nc2ccc(Br)cn2)nnc1C1CC1,-1.4
CC(C)NC(=O)Nc1cccc2c1O[C@H](CN(C)S(=O)(=O)c1ccc(F)cc1)[C@@H](C)CN([C@H](C)CO)C2=O,4.2
Cc1nc(Nc2cccc(Cl)c2)c2oc3ccccc3c2n1,1.4
CC(C)NC(=O)C(=O)NCC(c1ccc2c(c1)OCO2)N1CCOCC1 (configuration not stated),3.0
COC(=O)c1cc(-c2cccc3ccccc23)c(=O)n2c1CCC2,-1.0
COc1ccc(C(=O)Nc2ccc(OC)c(OC)c2)cc1,1.8
CCOC(=O)C1C(c2ccc(O)c(O)c2)NC(=S)NC1(O)C(F)(F)F (configuration not stated),1.5
C/C(Cl)=C\Cn1c(N2CCCCCC2)nc2c1c(=O)n(C)c(=O)n2C,-1.7
CCOc1ccc(CN2CCN(Cc3[nH]c4ccc(OC)cc4c3C)CC2CCO)cc1 (configuration not stated),-1.6
CCOc1cc(-c2c(C)c(CC)nc(N)c2C#N)ccc1O,-2.5
